All columns: NCI-60 one-dose screen, growth in % after 48 h at 10 µM unless noted; 100 = growth as untreated, 0 = no growth, -100 = all killed.
K-562 – K-562 leukemia | AID 1794777 | 78,000 tested, 7.4% active
MCF7 – MCF7 breast cancer; 82,000 tested, 6.3% active; AID 1794796
MDA-MB-231 – MDA-MB-231 breast cancer | AID 1794789 | 81,000 tested, 5% active
T-47D – T-47D breast cancer. 79,000 tested, 5% active
BT-549 – BT-549 breast cancer. 78,000 tested, 4.4% active
MDA-MB-468 – MDA-MB-468 breast cancer | 78,000 tested, 8.5% active | AID 2202374
SR – SR leukemia cells; 73,000 tested, 8.7% active
HS 578T – HS 578T breast cancer. 78,000 tested, 4.1% active. AID 1794788
* = called active by the depositor; / = no result given; & = joins results of further samples; [ ] = another dose, or the depositor's remark. How the source made its calls: active means growth percent below 10; inactive means the rest.

nr	molecule	K-562	MCF7	MDA-MB-231	T-47D
1	Cc1cccc2c1nc(-c1ccc3c(c1)OCO3)n2Cc1c(F)cccc1F	69	92	84	59
2	Clc1nnc2ccc(Oc3cccc(-c4ccc(Oc5ccccc5)cc4)c3)nn12	56	73	72	84
3	CC(NCc1ccccc1)c1cc(Cl)ccc1O (configuration not stated)	81	86	93	98
4	O=[N+]([O-])c1ccc(-c2nnc(CNc3ccc(F)c(Cl)c3)o2)cc1	90	86	99	93
5	NCCCCN(C[C@H]1Cc2ccccc2CN1)[C@H]1CCCc2cccnc21	71	91	71	104
6	O=[N+]([O-])c1cccc(C(F)(F)F)c1	119	85	98	105
7	COc1ccc2c(c1)NC(=O)CN2c1nc(C)nc2ccccc12	9.8*	15	12	55
8	COc1ccc(C2=NN(C(C)=O)C(c3ccc(OC)c(OCc4ccccc4)c3)C2)cc1OC (configuration not stated)	51	87	88	70
9	NCCNCCN	111	89	103	/
10	Cc1cccc2c3c(sc12)C(c1ccc(F)cc1)C(C#N)=C(/N=C/c1ccc(Cl)cc1)O3 (configuration not stated)	7.2*	14	26	57
11	Nc1nc(=S)[nH]c(N)c1N=O	93	99	107	87
12	O=C(CCN1CCCC1)Nc1ccc2c(NCc3ccc(F)cc3)c3ccccc3nc2c1	0.9*	-12*	-17*	-5.8*

nr	BT-549	MDA-MB-468	SR	HS 578T
1	77	59	99	97
2	60	79	43	87
3	103	99	81	96
4	103	118	77	105
5	98	94	65	92
6	103	101	127	103
7	1.2*	9.3*	19	40
8	86	74	53	80
9	118	91	113	94
10	-26*	36	10	1.3*
11	108	100	92	96
12	19	-46*	-13*	-9.7*

Further results follow:
nr	molecule	K-562	MCF7	MDA-MB-231	T-47D
13	C=CCNc1nnc(C)s1	106	102	102	95
14	CC(=O)N1CCN(c2ccc(NC(=O)COc3ccc(C4CCCCC4)cc3)cc2)CC1	54	82	92	68
15	CCOC(=O)c1nc(-c2ccc(C)cc2)oc1Sc1ccc(Br)cc1	85	86	88	73
16	O=C(Nc1nnc(-c2ccncc2)s1)c1ccccc1	104	86	100	87
17	CCCCOc1ccc(/C(C)=N/Nc2cc(C)nc3ccc(Br)cc23)cc1	16	21	81	85
18	COC(=O)c1cc(=O)nc(NN=C2CCCCC2)s1	106	98	127	113
19	O=Cc1c(OCc2cnnn2CC(=O)Nc2ccc(F)cc2)ccc2ccccc12	97	97	95	93
20	O=C(O)c1cc(I)c(O)c(I)c1	138	100	101	145
21	Cc1cc(O)c(C)c(C)c1Cl	89	91	104	100
22	CN(C)c1ccc(C(=O)O)cc1	114	100	92	112
23	C=Cc1c(C)c2cc3[nH]c(cc4nc(cc5nc(cc1[nH]2)C(C)=C5CCC(=O)OCC)C(CCC(=O)OCC)=C4C)c(C)c3C=C	91	88	82	97
24	CCCCCCOC(=O)/C=C(\CC(=O)OCCCCCC)C(=O)OCCCCCC	99	95	91	91

nr	BT-549	MDA-MB-468	SR	HS 578T
13	122	104	/	101
14	76	70	55	76
15	98	115	85	119
16	88	94	91	109
17	107	113	-8.8*	97
18	104	102	90	91
19	96	99	86	93
20	113	/	111	85
21	109	100	85	132
22	113	90	101	118
23	101	98	100	85
24	111	99	108	117

The listing continues.
nr	molecule	K-562	MCF7	MDA-MB-231	T-47D
25	O=C(O)c1cccc(Cc2cccc(C(=O)O)c2)c1	95	94	103	100
26	CC(=O)c1ccc(C(C)C)cc1	115	98	89	106
27	O=C1/C(=C/c2ccccc2)CCc2nc3ccccc3c(/C=C/c3ccc(Cl)cc3)c21	82	52	87	54
28	CN(C)c1ccc(N=Cc2cc[n+](C)cc2)cc1	60	178	91	156
29	COc1ccc(CCn2cncc2-c2c[nH]c3ccc(Br)cc23)cc1	32	50	45	23
30	CC(=O)c1ccc(C)c(N)c1	102	97	115	100
31	COc1cc(/C=C/C(=O)O)ccc1OCc1cn(-c2cccc([N+](=O)[O-])c2)nn1	99	95	105	93
32	O=C1/C(=C\C(Cl)=C/c2ccc([N+](=O)[O-])cc2)SC(=S)N1CCc1ccc(O)cc1	6.6*	-73*	6.9*	-36*
33	O=C(O)CCC(=O)c1ccc2oc3ccccc3c2c1	102	103	111	111
34	N#CCCN(CCCN1CCOCC1)CN1C(=O)c2ccccc2C1=O	92	96	113	96
35	CC(=O)O[C@H]1C(=O)N(Cc2ccncc2)C(=O)[C@@H]1OC(C)=O	95	89	102	93
36	CC(N)CCCO (configuration not stated)	104	96	/	/

nr	BT-549	MDA-MB-468	SR	HS 578T
25	103	98	110	99
26	312	82	100	/
27	104	83	/	104
28	/	87	113	107
29	48	19	52	46
30	95	104	106	97
31	110	101	96	103
32	-52*	-85*	13	31
33	112	105	87	116
34	128	92	72	113
35	104	104	80	105
36	107	104	102	103

(next part)
nr	molecule	K-562	MCF7	MDA-MB-231	T-47D
37	[2H]C([2H])([2H])Oc1ccc(/C=C/C(=O)/C=C(O)/C=C/c2ccc(OC([2H])([2H])[2H])c(OC([2H])([2H])[2H])c2)cc1OC([2H])([2H])[2H]	18	4.6*	72	22
38	CC(=O)Nc1ccccc1F	106	98	91	81
39	CC1=C(C(=O)Nc2ccccc2C)C(c2cccc([N+](=O)[O-])c2)C(C(=O)Nc2ccccc2C)=C(C)N1	89	85	/	/
40	O=C(O)c1c[nH]c2c(Cl)cccc2c1=O	103	96	103	101
41	Cc1ccc(N2N=C(C(=O)N(C)C)N(C)CC2=O)cc1	108	102	101	99
42	Cc1nc(-c2ccccc2)no1	106	88	120	108
43	Cc1ccc(Cc2cnc(NC(=O)c3ccc(/C=C4\SC(=S)N(C)C4=O)cc3)s2)cc1	23	20	41	24
44	COc1cc(C(=O)NCc2ccc(OCCN(C)C)cc2)cc(OC)c1OC	107&109	91&96	103&83	106
45	CCOC(=O)c1c(C)oc2ncnc(N3CCN(C(=S)Nc4ccccc4)CC3)c12	85	93	89	79
46	CCCCCn1cnc2c(=S)nc[nH]c21	98	98	131	91
47	CCOc1cccc(OCC)c1	104	97	104	89
48	CCCNNC(=O)/C=C/c1ccc(CNCCc2c(C)[nH]c3ccccc23)cc1	11[2.5 µM]	24[2.5 µM]	35[2.5 µM]	-7.3*[2.5 µM]

nr	BT-549	MDA-MB-468	SR	HS 578T
37	34	1.4*	19	52
38	/	113	86	106
39	86	99	/	76
40	93	96	86	105
41	100	92	105	108
42	111	138	108	106
43	38	4.8*	30	39
44	107	98&106	101&102	91&136
45	92	85	95	87
46	129	/	112	101
47	103	106	106	97
48	62[2.5 µM]	33[2.5 µM]	20[2.5 µM]	35[2.5 µM]

Looked up by structure from the list above:
nr	molecule	K-562	MCF7	MDA-MB-231	T-47D
42	Cc1nc(-c2ccccc2)no1	106	88	120	108
27	O=C1/C(=C/c2ccccc2)CCc2nc3ccccc3c(/C=C/c3ccc(Cl)cc3)c21	82	52	87	54
30	CC(=O)c1ccc(C)c(N)c1	102	97	115	100

nr	BT-549	MDA-MB-468	SR	HS 578T
42	111	138	108	106
27	104	83	/	104
30	95	104	106	97

Continued:
nr	molecule	K-562	MCF7	MDA-MB-231	T-47D
49	Cc1cc(C(=O)O)ccc1[N+](=O)[O-]	/	113	118	109
50	FC(F)(F)c1ccc(Nc2ccc(C(F)(F)F)cc2)cc1	98	101	100	95
51	Cc1occc1-c1n[nH]c(=S)n1N1C(=O)CSC1=S	103	94	101	104
52	CNC(=O)c1ccc(S(=O)(=O)Nc2ccc(NC(=O)CCCC(=O)O)cc2)cc1	114	97	101	93
53	NC(=O)c1[nH]cnc1/N=N/N1CCCC1	64	92	82	81
54	CCCSc1cc(SCCC)nc(N)n1	100	100	90	/
55	CCCCCCC(C)OC(=O)c1ccccc1C(=O)O (configuration not stated)	90	97	110	92
56	COc1ccc(-n2nc(C(=O)Nc3ccc(Cl)cc3)nc2-c2cc(OC)c(OC)c(OC)c2)cc1	86	92	83	86
57	COc1ccc(OC)c2c1C(=O)CC2C (configuration not stated)	116	100	100	99
58	Fc1ccc(-c2cs/c(=N\N=C\c3ccc(Cl)cc3)n2/N=C/c2ccc(Cl)cc2)cc1	88	94	100	89
59	O=C1C(c2c(O)[nH]c3ncccc23)=Nc2ccccc21	86	41	78	48
60	Cc1nc2nc(N)nc(N)c2nc1C	100	98	94	91

nr	BT-549	MDA-MB-468	SR	HS 578T
49	143	108	/	108
50	114	103	113	81
51	108	103	102	101
52	105	101	97	93
53	/	81	88	90
54	102	107	100	104
55	107	106	97	98
56	/	101	/	89
57	120	100	113	98
58	98	106	81	84
59	71	43	83	72
60	89	98	/	100

Entries of single compounds as entered above. Screens in order: K-562	MCF7	MDA-MB-231	T-47D	BT-549	MDA-MB-468	SR	HS 578T
`CCCSc1cc(SCCC)nc(N)n1` is listed as 100	100	90	/	102	107	100	104
`Cc1cc(C(=O)O)ccc1[N+](=O)[O-]` is listed as /	113	118	109	143	108	/	108

Next section.
nr	molecule	K-562	MCF7	MDA-MB-231	T-47D
61	O=C(/C=C/c1cccc(O)c1)c1cccc(-n2cc(-c3ccccc3)[nH]c2=O)c1	1.7*	6.5*	-5.6*	21
62	Cc1cn(-c2cc(NC(=O)c3ccc(C)c(Nc4nccc(-c5cccnc5)n4)c3)cc(C(F)(F)F)c2)cn1	-11*	13	40	46
63	Nc1cccc(-c2nc3sccn3c2-c2ccnc(NCCNS(=O)(=O)c3ccc(F)cc3)n2)c1	73	53	81	69
64	CCCCCCCC[Si](OCC)(OCC)OCC	99	98	104	96
65	CC(C)(C)n1cc(-c2ccnc(NCCCNS(=O)(=O)c3ccc(C(F)(F)F)cc3)c2)c(-c2cccc(F)c2)n1	31	66	94	65
66	O=C(O)c1cccc(-n2c(O)c(C=C3N=c4ccccc4=N3)sc2=S)c1	57	97	100	112
67	ClC(Cl)(Cl)C1OCCCO1	99	97	104	107
68	COc1ccc(C2C=C(C)N=C3SC=CN32)cc1OC (configuration not stated)	107	94	99	101
69	Brc1cc(Br)c(N=Nc2c(Br)cc(Br)cc2Br)c(Br)c1	99	90	83	84
70	NC(=S)c1c(N)n(C2OC(CO)C(O)C2O)c2ncnc(N)c12 (configuration not stated)	-17*	-12*	30	-48*
71	CCCCCCCOc1nc2c(c(=O)n(C)c(=O)n2C)n1C	101	101	106	96
72	CS(=O)(=O)OCc1cn(-c2ccc(S(N)(=O)=O)cc2)nn1	92	90	105	101

nr	BT-549	MDA-MB-468	SR	HS 578T
61	7.6*	73	/	46
62	24	37	8.2*	/
63	94	73	81	87
64	99	97	79	109
65	84	99	25	95
66	109	114	112	99
67	101	105	102	93
68	104	97	86	102
69	106	102	77	98
70	/	/	/	-20*
71	102	99	92	119
72	101	105	93	99

2 consecutive entries already listed, for reference:
nr	molecule	K-562	MCF7	MDA-MB-231	T-47D
69	Brc1cc(Br)c(N=Nc2c(Br)cc(Br)cc2Br)c(Br)c1	99	90	83	84
70	NC(=S)c1c(N)n(C2OC(CO)C(O)C2O)c2ncnc(N)c12 (configuration not stated)	-17*	-12*	30	-48*

nr	BT-549	MDA-MB-468	SR	HS 578T
69	106	102	77	98
70	/	/	/	-20*

The results go on:
nr	molecule	K-562	MCF7	MDA-MB-231	T-47D
73	C[C@@H](Nc1c(C#N)cnc2ccc(-c3cnc4[nH]ncc4c3)cc12)c1ccccc1	22	-28*	10.0*	11
74	CC(=O)Oc1cccc2c1C(=O)c1c(OC(C)=O)cc(C(=O)O)cc1C2=O	/	97	101	102
75	N#Cc1c(/N=C\NNC(=O)c2ccccc2O)oc(-c2ccccc2)c1-c1ccccc1	68	85	74	85
76	COc1cc(-c2nc3sc4c(c3c(=O)[nH]2)CCCCCC4)cc(OC)c1OC	5.9*	15	7.2*	33
77	COc1ccc(-c2nc3c(c(-c4ccccc4)nn3-c3ccccc3)c(-c3ccc(N4CCN(C)CC4)cc3)c2C#N)cc1	8.5*	81	98	96
78	O=C(Cc1ccccc1)NNc1ccccc1	42	90	70	79
79	CC12C(=O)OC(=O)C1C1c3ccccc3C2c2ccccc21 (configuration not stated)	91	96	/	102
80	Cc1nc2sc(C(=O)Nc3ccccc3)c(N)c2c(C)c1Br	92	81	31	72
81	O=C1/C(=C/c2ccc(Cl)cc2Cl)CN(S(=O)(=O)c2ccccc2)C/C1=C\c1ccc(Cl)cc1Cl	0.8*	14	-23*	24

nr	BT-549	MDA-MB-468	SR	HS 578T
73	-22*	-70*	-8.0*	-20*
74	110	100	92	101
75	101	/	84	75
76	53	20	16	5.2*
77	91	79	63	100
78	93	96	44	101
79	90	107	92	113
80	73	96	84	38
81	-73*	-25*	-12*	38

Part of the list above, reformatted.
no.	molecule	K-562	MCF7	MDA-MB-231	T-47D	BT-549	MDA-MB-468	SR	HS 578T
74	CC(=O)Oc1cccc2c1C(=O)c1c(OC(C)=O)cc(C(=O)O)cc1C2=O	/	97	101	102	110	100	92	101
81	O=C1/C(=C/c2ccc(Cl)cc2Cl)CN(S(=O)(=O)c2ccccc2)C/C1=C\c1ccc(Cl)cc1Cl	0.8*	14	-23*	24	-73*	-25*	-12*	38
73	C[C@@H](Nc1c(C#N)cnc2ccc(-c3cnc4[nH]ncc4c3)cc12)c1ccccc1	22	-28*	10.0*	11	-22*	-70*	-8.0*	-20*
77	COc1ccc(-c2nc3c(c(-c4ccccc4)nn3-c3ccccc3)c(-c3ccc(N4CCN(C)CC4)cc3)c2C#N)cc1	8.5*	81	98	96	91	79	63	100
76	COc1cc(-c2nc3sc4c(c3c(=O)[nH]2)CCCCCC4)cc(OC)c1OC	5.9*	15	7.2*	33	53	20	16	5.2*
